# AmpC detergent: qHTS Inhibitors of AmpC Beta-Lactamase (assay with detergent). P00811. AmpC hydrolysis of nitrocefin, absorbance 480 nm, 0.01% Triton. Potency, µM (highest dose often 114 µM), for the others: top-dose activity change, negative = inhibition, most hits filed as inhibitors. actives 0.041% (n = 370,000). AID 485294, 2010;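 also: potency is read from the fitted curve at half-maximal effect; 0% = no-compound wells and -100% = no-enzyme wells; nearly all actives have a fitted effect of over 25% in size; some results filed as inactive show a strong effect at the top dose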
# Target sequence (P00811 whole entry, looked up): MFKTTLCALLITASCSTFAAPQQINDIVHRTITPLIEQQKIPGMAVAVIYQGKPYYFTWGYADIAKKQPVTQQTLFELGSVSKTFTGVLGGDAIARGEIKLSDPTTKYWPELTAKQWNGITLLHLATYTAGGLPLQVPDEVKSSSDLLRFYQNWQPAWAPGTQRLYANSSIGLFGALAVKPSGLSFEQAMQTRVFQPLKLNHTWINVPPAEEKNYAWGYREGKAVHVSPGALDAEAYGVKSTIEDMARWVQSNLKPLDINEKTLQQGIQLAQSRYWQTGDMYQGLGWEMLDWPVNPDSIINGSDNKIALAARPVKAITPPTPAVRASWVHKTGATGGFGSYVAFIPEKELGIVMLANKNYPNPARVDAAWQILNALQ
#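 AmpC (5.3 nM in the dispensed reagent) in 20 mM phosphate pH 7.0 with 0.01% (detergent screen) or 0.0001% Triton X-100 was preincubated with compounds for 15 min at room temperature. Nitrocefin was then added from an 800 uM solution, and hydrolysis was followed at 480 nm.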
# HCMV inh: qHTS Assay for inhibitors of the human cytomegalovirus (HCMV); HFF cells, HCMV-luciferase reporter, 72 h; hits give low values; activity change, negative = inhibition, % at 57.5 µM; actives 4.5% (n = 410,000); AID 1259415, 2018; in the data active = activity change below about -60%; inconclusive = no clear call, values can overlap the other calls; inactive = above about -39%
#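 Two compound doses tested in HFFs infected with HCMV-luciferase, MOI 1 PFU/cell, 72 h at 37C. Lysate luminescence read with OneGlo; data normalized against buffer-only and 10uM Salinomycin inhibitor controls.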
# Sm TGR block: qHTS Assay for the Inhibitors of Schistosoma Mansoni Peroxiredoxins | AID 485364, 2010 | actives 3% (n = 360,000) | Schistosoma mansoni thioredoxin glutathione reductase (TGR), Q962Y6 | purified TGR, DTNB reduction, TNB absorbance 405 nm | Potency, µM (series often up to 114 µM), for inactives: top-dose activity change, negative = inhibition, actives largely listed as inhibitors; also: potency is read from the fitted curve at half-maximal effect; nearly all actives have a fitted effect of over 60% in size
#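 Kinetic colorimetric format: TGR-catalysed, NADPH-driven DTNB reduction monitored via TNB absorbance. Enzyme dispensed at 20 nM; compound exposure 15 min at room temperature before reaction start.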
# Giardia FBPA inh: qHTS Assay for Inhibitors of Fructose-1,6-bisphosphate Aldolase from Giardia Lamblia; A8B2U2; purified Giardia FBPA; Potency, µM (highest dose often 59.6 µM), inactives show at the top dose activity, negative = inhibition, hits mostly inhibitors; actives 0.71% (n = 290,000); AID 2451, 2010; also: potency is read from the fitted curve at half-maximal effect; nearly all actives have a fitted effect of over 55% in size
# Target sequence (A8B2U2 whole entry, looked up): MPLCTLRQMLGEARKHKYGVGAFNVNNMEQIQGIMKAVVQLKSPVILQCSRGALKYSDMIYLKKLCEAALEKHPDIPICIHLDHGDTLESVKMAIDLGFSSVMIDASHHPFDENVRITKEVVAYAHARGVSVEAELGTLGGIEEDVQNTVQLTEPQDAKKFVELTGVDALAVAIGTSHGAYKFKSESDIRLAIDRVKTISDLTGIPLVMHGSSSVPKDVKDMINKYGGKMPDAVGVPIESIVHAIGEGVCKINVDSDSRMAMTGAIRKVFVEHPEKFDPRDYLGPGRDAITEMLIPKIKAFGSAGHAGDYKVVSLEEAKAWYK
#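 40 nM FBPA preincubated 10 min at RT with compound (up to 57.5 uM final), then substrate plus GAPDH/TPI/NAD/arsenate coupling and diaphorase/resazurin added. Fluorescence read after 20 min at RT, 525/598 nm.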
# AmpC inh no detg: qHTS Inhibitors of AmpC Beta-Lactamase (assay without detergent); P00811; AmpC nitrocefin hydrolysis, absorbance 480 nm, 0.0001% Triton; Potency, µM (titrated, usually from 57.1 µM), for inactives: at the highest dose activity change, negative = inhibition, most hits filed as inhibitors; actives 0.52% (n = 330,000);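 also: potency is read from the fitted curve at half-maximal effect; plate controls were no compound for no effect and no enzyme for full effect; nearly all actives have a fitted effect of over 20% in size; some results filed as inactive show a strong effect at the top dose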
#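 AmpC (5.3 nM in the dispensed reagent) in 20 mM phosphate pH 7.0 with 0.01% (detergent screen) or 0.0001% Triton X-100 was preincubated with compounds for 15 min at room temperature. Nitrocefin was then added from an 800 uM solution, and hydrolysis was followed at 480 nm.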
# AMA1 RON2 block: qHTS for Inhibitors of AMA1-RON; Towards Development of Antimalarial Drug Lead: Primary Screen; Plasmodium falciparum AMA1 (3D7) - RON2 peptide interaction; AlphaScreen AMA1-biotinylated RON2 peptide binding; Potency, µM (highest dose often 58.2 µM), for inactives: at the top dose activity change, negative = inhibition, usual class: inhibitors; actives 0.2% (n = 360,000); AID 720542, 2013;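 also: potency is read from the fitted curve at half-maximal effect; 0% = vehicle wells and -100% = peptide control; nearly all actives have a fitted effect of over 45% in size; some results filed as inactive show a strong effect at the top dose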
#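 AMA1 (3D7) with his tag at 25 nM final met compounds first, then biotinylated RON2 peptide at 25 nM; detection used donor plus acceptor beads, 10 µg/mL apiece, read by AlphaScreen after 30 min at room temperature.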
# * = called active by the depositor; ? = inconclusive; · = no result given; & = joins results of further samples; [ ] = another dose, or the depositor's remark. Unless noted, calls follow the shape of the dose curve; as a rule, active = well fitted curve in the direction sought with a large enough effect; inconclusive = small, poorly fitted or top-dose-only effect, or another doubt; inactive = no such curve, though single readings can be large; an effect the other way counts as inactive or inconclusive. Unless noted, % is scaled to controls: 0 for no effect and ±100 for the full control effect.
Molecule	AmpC detergent	HCMV inh	Sm TGR block	Giardia FBPA inh	AmpC inh no detg	AMA1 RON2 block
Cc1cc(Nc2ccccc2)nc(NCc2ccccc2)n1	-5%	-66*	-4%	5%	4%	-1%
CCCN1C(=O)SC(CC(=O)Nc2ccccc2C)C1=O (stereo unspecified)	-5%	?	-35%	5%	-15%	7%
CC1CCC2(CC1)NC(=S)N(C(C)(C)C)N2 (stereo unspecified)	0%	5	7%	-23%	-6%	2%
C=COCCNC(=O)Nc1ccc(Cl)cc1Cl	1%	30	6%	1%	-14%	-7%
Cc1cccc(CNC(=O)CC2C(=O)NCCN2C2CCCC2)c1 (stereo unspecified)	?	-20	9%	-1%	-9%	2%
Cc1ccc(CNC(=O)Cn2nc(N3CCN(c4ccccc4)CC3)ccc2=O)cc1	2%	-35	2%	·	·	·
NC(=S)N/N=C/c1ccc(C(F)(F)F)cc1	-10%	-88*	2%	?	-20%	66%[activator]
O=C1CCC(NC(=O)c2ccccc2)C(=O)N1 (stereo unspecified)	4%	26	5%	2%	-21%	19%
COc1ccc(NC(=O)c2sc3nc(C)c(C(=O)Nc4ccc(C)cc4C)c(-c4sccc4C)c3c2N)cc1	-3%	-20	0%	·	·	·
O=C1CCN(S(=O)(=O)c2ccccc2)CCN1CCOCc1ccc(C(F)(F)F)cc1	2%	-34	0%	-1%	99%[activator]	0%
COc1ccc(Oc2nccc(-c3ccccc3)c2C#N)cc1	7%	85	51%[activator]	0%	-13%	24%
COc1ccc(-c2nc(C(=O)Nc3ccc(C(C)=O)cc3)nn2-c2cccc(Cl)c2)cc1	-8%	5	-11%	·	·	·
COc1cccc(Nc2nc(N)nc(C(F)(F)F)n2)c1	-9%	38	-32%	-7%	-16%	1%
COc1ccc(C(=O)N=C2SC3CS(=O)(=O)CC3N2Cc2ccccc2)cc1OC (stereo unspecified)	0%	24	9%	·	26%	-7%
CCOC(CNC(=O)CCc1c(C)nc2nc(C)nn2c1C)OCC	?	6	2%	7%	-18%	-13%
Cc1ccc(N2CC3=C(C2=O)C(c2ccc(Br)cc2)NC(=O)N3C)cc1 (stereo unspecified)	-1%	-7	-4%	·	·	·
CC(C)(C)OC(=O)Nc1ncnc2c1ncn2C1OC(CO)C2OC(C)(C)OC21 (stereo unspecified)	-6%	39	-11%	5%	2%	0%
Cc1cc(S(=O)(=O)NCc2ccncc2)c(C)cc1Br	4%	-87*	-1%	·	2%	-12%
CC(C)(C)NC(=O)C(c1ccc(Cl)cc1)N(Cc1ccco1)C(=O)CCl (stereo unspecified)	?	15	11µM*	-19%	7%	1%
CC1CCCCN1Cc1c(O)ccc2c(=O)c(-c3cccc(Cl)c3)c(C(F)(F)F)oc12 (stereo unspecified)	-1%	11	3%	·	·	·
COc1ccc(NC(=O)C/C(C)=N/NC(=O)c2ccncc2)c([N+](=O)[O-])c1	1%	-17	-9%	-12%	92%[activator]	62%[activator]
CCc1ccc(CNC(=O)c2sc3ncccc3c2-n2c(C)ccc2C)cc1	-9%	-10	-2%	·	·	·
Cc1cc(/C=C(\C#N)C(=O)NCc2cccs2)c(C)[nH]1	2%	41	-31%	1%	-7%	-6%
CC(=O)Oc1ccc(/C(C)=N\N2CCN(Cc3ccc(Cl)cc3)CC2)cc1	?	-10	0%	4%	60%	-14%
O=C(c1ccc(S(=O)(=O)N2CCCC2)cc1)N1CCCC(C(F)(F)F)C1 (stereo unspecified)	0%	-30	-1%	·	1%	20%
Cc1cccc(NC(=O)Nc2nnc(-c3ccccc3)o2)c1	-5%	-20	0%	0%	-34%	-11%
C/C(=N\N=C1\NC(=O)C(CC(=O)NCc2ccccc2)S1)C(C)C (stereo unspecified)	6%	-21	?	1%	-19%	116%[activator]
COc1cc(NC(=O)CN2c3ccccc3CC2C)cc(OC)c1OC (stereo unspecified)	1%	-3	?	14%	9%	?
Cc1cc(S(=O)(=O)N2CCOCC2)ccc1OCC(=O)NCCN1CCOCC1	-15%	-20	6%	-3%	-22%	-2%
COc1cc(NC(=O)CN2C(=O)C(=O)N(CC(C)C)C2=O)cc(OC)c1	-10%	·	-1%	·	-10%	4%
CC(=O)N1CCN(c2nc(C)nc3sc4c(c23)CCC(C)C4)CC1 (stereo unspecified)	-2%	?	6%	-6%	130%[activator]	-25%
Cc1c(C)c2ccc(OC(C)C(=O)NCCc3c[nH]c4ccccc34)cc2oc1=O (stereo unspecified)	?	-18	-6%	-2%	35%	-9%

# Complete entries as entered above. Values in the order: AmpC detergent, HCMV inh, Sm TGR block, Giardia FBPA inh, AmpC inh no detg, AMA1 RON2 block
# O=C(c1ccc(S(=O)(=O)N2CCCC2)cc1)N1CCCC(C(F)(F)F)C1 (stereo unspecified) as listed: 0%, -30, -1%, ·, 1%, 20%
# Cc1cccc(CNC(=O)CC2C(=O)NCCN2C2CCCC2)c1 (stereo unspecified) as listed: ?, -20, 9%, -1%, -9%, 2%

# Other results
Molecule	AmpC detergent	HCMV inh	Sm TGR block	Giardia FBPA inh	AmpC inh no detg	AMA1 RON2 block
Cc1sc2nc(SCC(=O)c3cccs3)n(Cc3ccco3)c(=O)c2c1C	-13%	-6	?	2%	-34%	33%[activator]
CC1(C)Cc2c(sc3nnn(CC(=O)Nc4ccccc4)c(=O)c23)CO1	-4%	-15	-24%	0%	-31%	14%
COc1ccc(-c2onc(C)c2C)cc1S(=O)(=O)NCCc1ccccc1	-3%	?	3%	·	·	·
Cc1cccc(C(=O)OCC(=O)Nc2ccc3c(c2)OCCO3)c1	1%	-5	-3%	·	-8%	-2%
O=[n+]1c2c(n([O-])c3cc(Br)ccc31)CCCC2	-12%	5	-6%	-2%	-12%	-3%
CCc1ccc(OCc2nc(-c3ccc(OC)cc3)no2)c(Br)c1	4%	-32	5%	·	·	·
Cc1nn(-c2cc(N3CCCC3)ccc2[N+](=O)[O-])c(=O)c2ccccc12	2%	24	1%	0%	-9%	-17%
O=C1NCCCN1Cc1ccc(F)cc1Cl	2%	-22	-1%	1%	-12%	-3%

# Structures above with two or more sulfur atoms, in the order listed:
Molecule	AmpC detergent	HCMV inh	Sm TGR block	Giardia FBPA inh	AmpC inh no detg	AMA1 RON2 block
COc1ccc(NC(=O)c2sc3nc(C)c(C(=O)Nc4ccc(C)cc4C)c(-c4sccc4C)c3c2N)cc1	-3%	-20	0%	·	·	·
COc1ccc(C(=O)N=C2SC3CS(=O)(=O)CC3N2Cc2ccccc2)cc1OC (stereo unspecified)	0%	24	9%	·	26%	-7%
Cc1sc2nc(SCC(=O)c3cccs3)n(Cc3ccco3)c(=O)c2c1C	-13%	-6	?	2%	-34%	33%[activator]

# The list continues.
Molecule	AmpC detergent	HCMV inh	Sm TGR block	Giardia FBPA inh	AmpC inh no detg	AMA1 RON2 block
Cc1ccc(-c2onc(C)c2C)cc1S(=O)(=O)NCc1cccs1	-11%	-38	3%	·	·	·
CC(C)(C)NC(=O)C1Cc2ccccc2CN1S(=O)(=O)c1ccc(F)cc1 (stereo unspecified)	-5%	-31	-5%	1%	17%	-11%
O=C(c1ccccc1)N1CCCCC(Sc2nnc3ccccn23)C1=O (stereo unspecified)	-12%	11	-3%	0%	-10%	22%
O=C(CN1CCOCC1)Nc1ccccc1Sc1ccc(Cl)cc1	?	-31	-12%	-7%	148%[activator]	-19%
Cc1ccc(NC(=O)Cn2nc3c(cc2=O)CCCC3)cc1Cl	6%	-8	1%	·	·	·
COc1ccc(N2CCN(c3ncnc4scc(-c5ccccc5)c34)CC2)cc1	1%	-36	-6%	4%	18%	?
O=C(CCNC(=O)c1ccccc1)NCCCc1ccccc1	-21%	-1	-5%	·	-9%	-6%
COc1ccc(C(=O)NCc2nnc(SCC(=O)N3CCCCC3)o2)cc1OC	6%	20	1%	-7%	-4%	0%
COc1ccccc1CNC(=O)c1ccc2c(c1)nnn2C1CCCC1	0%	-30	1%	·	·	·
CC12CCC(=O)N1C(C(=O)N1CCN(c3ccc([N+](=O)[O-])cc3)CC1)CS2 (stereo unspecified)	·	-3	·	·	-7%	-2%
O=C(Nc1cc(C(F)(F)F)ccc1N1CCOCC1)c1cn2ccccc2n1	5%	0	1%	-2%	3%	24%
COc1ccc(/C=C/C(=O)N(C)c2ccccc2C(=O)O)cc1	-6%	-8	3%	9%	-18%	11%
Cc1ccccc1C(=O)OC(C)CN1CCN(C)CC1 (stereo unspecified)	4%	24	-1%	-3%	-11%	7%
COc1ccc(S(=O)(=O)N2CCOC2CNC(=O)C(=O)NCc2ccc(F)cc2)cc1OC (stereo unspecified)	-3%	-1	-7%	·	-2%	-8%
COc1ccc2c(c1)c1c(c(=O)n(-c3ccccc3C)c(=O)n1Cc1ccccc1C)n2C	23%	-7	3%	·	·	·
COC(=O)CSc1nc2ccccc2c(=O)n1C	3%	26	-8%	-3%	-16%	-1%
CC(=C\c1ccccc1)/C=C1/SC(=S)N(C(C(=O)O)C(C)C)C1=O (stereo unspecified)	?	0	26%	8%	-51%	8%
CCc1cc(C(=O)Nc2ncccc2O)sc1C	7%	-17	-20%	-2%	1%	54%[activator]
COc1ccc(NC(=O)Cn2cc(C(=O)C3CCCCC3)c3ccccc32)cc1	17%	14	-1%	·	·	·
O=C1NC(=O)C(=Cc2ccsc2)C(=O)N1	3%	-19	8%	-16%	-24%	0%
NC(=O)CSc1oc(-c2ccco2)nc1S(=O)(=O)c1ccc(Br)cc1	4%&2%	-3	18µM*	-13%	-13%	-2%
CC(C)(C)NC(=O)CCN1CCOCC1	-7%	-18	-1%	2%	-13%	47%[activator]
C=CCn1c(SCC(=O)Nc2sc3c(c2C#N)CCC3)nnc1C1COc2ccccc2O1 (stereo unspecified)	-5%	-8	-21%	-5%	-34%	-11%
COc1ccccc1C(=O)NNC(=O)c1ccc(F)cc1	0%	187	1%	0%	-3%	5%
O=C(NCC(c1cccs1)N1CCOCC1)c1ccc(OCc2ccccc2)cc1 (stereo unspecified)	7%	0	3%	·	171%[activator]	13%
O=C(CSc1nnc(CNC(=O)c2cccs2)o1)Nc1ccc(Br)cc1	-12%	-10	-4%	·	-28%	-11%
CN(C(=O)c1ccccc1-c1ccccc1C(=O)O)c1ccccc1	-16%	8	13%	10%	-19%	-9%
O=C(CSc1ncnc2c1oc1ccccc12)NC1CCCCC1	-3%	-11	2%	-1%	-25%	-5%
CC(C)(C)c1ccc(C(=O)NCCc2ccccc2)cc1	-3%	30	3%	13%	-20%	0%
COc1ccc(S(=O)(=O)NCc2ccco2)cc1C(=O)N1CCCCC1	-6%	-9	-4%	6%	-9%	0%
O=C(Cc1cccs1)N/N=C/C=C\c1ccco1	-8%	15	25µM*	-30%	-31%	-6%
